Screening results deposited in PubChem BioAssay by National Center for Advancing Translational Sciences (NCATS).
BRCA1 expr up – activators of BRCA1 expression. MCF7-BRCA1-FFLuc reporter, luminescence, 48 h; response scale: scaled: vehicle 0%, 10 µM genistein 100%. Potency, µM (titrated, usually from 46.1 µM), for inactives: top-dose activation, most hits filed as activators. 380,000 tested, 1.1% active; also: potency is read from the fitted curve at half-maximal effect; nearly all actives have a fitted effect of over 80% in size; some results filed as inactive show a strong effect at the top dose
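Quantitative HTS in MCF7 cells stably reporting BRCA1 expression via firefly luciferase. Compound treatment lasts 48 h at 37 °C in phenol-red free MEM. Activation is expressed relative to genistein at 10 microM and DMSO.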
p53 reactivation – re-activators of mutant p53; AID 504706; 320,000 tested, 0.063% active; H1299 p53-A138V BP100-luciferase reporter, luminescence, 24 h; Potency, µM (titrated, usually from 92.2 µM), for inactives: at the top dose activity change, positive = activation, actives largely listed as activators; also: potency is read from the fitted curve at half-maximal effect; % of control where 0% means no effect; nearly all actives have a fitted effect of over 45% in size
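H1299 (p53-null), stable ts p53-A138V + BP100-Luc; 1000 cells/well, Opti-MEM/10% FBS; cpd 4 pt, 1:5; 24 h, 37 deg C, 5% CO2; detection reagent 10 min RT; luminescence.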
TRPV1 agonist – human TRPV1 agonism | TRPV1-expressing cells, Fluo-8 calcium influx, agonist mode | activation, % at 8.33 µM | AID 540275 | Q8NER1 | 320,000 tested, 0.19% active; in the data active = activation above about 80%; inconclusive = between about 30% and that limit; also: 0% is about no effect
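TRPV1-expressing cells were cultured overnight at 35.5C and loaded with Fluo-8 calcium dye for 40 to 90 min at room temperature. After a 10 s baseline, compound was added and calcium influx was read kinetically for 3 min (ex 480/em 520 nm).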
Tb PFK inh – inhibitors of T. brucei phosphofructokinase | T. brucei PFK, ADP-Glo luminescence | O15648 | Potency, µM (titrated, usually from 57.5 µM), inactives show at the highest dose activity, negative = inhibition, hits mostly inhibitors | 330,000 tested, 0.17% active | AID 485367;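 also: potency is read from the fitted curve at half-maximal effect; 0% = uninhibited 1x PFK enzyme wells and -100% = no-enzyme wells; nearly all actives have a fitted effect of over 60% in size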
Target sequence (O15648 whole entry, looked up): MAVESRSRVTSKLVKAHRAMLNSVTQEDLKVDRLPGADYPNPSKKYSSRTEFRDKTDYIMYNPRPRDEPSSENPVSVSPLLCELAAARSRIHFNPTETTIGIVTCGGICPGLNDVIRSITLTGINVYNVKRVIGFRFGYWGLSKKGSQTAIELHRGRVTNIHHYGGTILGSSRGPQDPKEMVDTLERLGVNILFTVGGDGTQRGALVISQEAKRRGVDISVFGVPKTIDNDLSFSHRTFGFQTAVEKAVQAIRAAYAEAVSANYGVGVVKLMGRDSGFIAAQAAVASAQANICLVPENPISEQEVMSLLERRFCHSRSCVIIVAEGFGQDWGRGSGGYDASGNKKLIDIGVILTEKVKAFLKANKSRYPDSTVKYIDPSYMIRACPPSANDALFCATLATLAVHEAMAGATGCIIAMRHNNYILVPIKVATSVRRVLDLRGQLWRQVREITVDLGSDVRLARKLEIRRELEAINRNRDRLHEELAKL
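In TEA buffer at pH 8.0 with 5 mM MgCl2, enzyme (1.25 nM) converted F6P (0.5 mM) and ATP (0.1 mM) for 45 min at room temperature. ADP product was read by luciferase luminescence.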
Rab9 prom act – activators of Rab9 promoter; Huh7 Rab9 promoter-luciferase reporter, luminescence, 24 h; AID 485297; 320,000 tested, 2.8% active; Potency, µM (top dose mostly 9.22 µM), inactives show at the top dose activation, negative = inhibition, actives largely listed as activators; also: potency is read from the fitted curve at half-maximal effect; % of control where 0% means no effect; nearly all actives have a fitted effect of over 60% in size
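Luminescence read-out: Huh7 cells stably expressing Rab9-luciferase, treated 24 h with compound at 37 °C, then lysed with luciferase reagent for 10 min at ambient before reading.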
FLuc modulator – inhibits or activates purified firefly luciferase, miR-21 counter-screen; AID 588342; 360,000 tested, 6.9% active; P08659; purified FLuc, Km substrates, luminescence inhibition; Potency, µM (titrated, usually from 57.5 µM), for the others: at the highest dose activity change, negative = inhibition, most hits filed as inhibitors;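 also: potency is read from the fitted curve at half-maximal effect; plate controls were vehicle for no effect and reference inhibitor for full effect; nearly all actives have a fitted effect of over 55% in size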
Target sequence (P08659 whole entry, looked up): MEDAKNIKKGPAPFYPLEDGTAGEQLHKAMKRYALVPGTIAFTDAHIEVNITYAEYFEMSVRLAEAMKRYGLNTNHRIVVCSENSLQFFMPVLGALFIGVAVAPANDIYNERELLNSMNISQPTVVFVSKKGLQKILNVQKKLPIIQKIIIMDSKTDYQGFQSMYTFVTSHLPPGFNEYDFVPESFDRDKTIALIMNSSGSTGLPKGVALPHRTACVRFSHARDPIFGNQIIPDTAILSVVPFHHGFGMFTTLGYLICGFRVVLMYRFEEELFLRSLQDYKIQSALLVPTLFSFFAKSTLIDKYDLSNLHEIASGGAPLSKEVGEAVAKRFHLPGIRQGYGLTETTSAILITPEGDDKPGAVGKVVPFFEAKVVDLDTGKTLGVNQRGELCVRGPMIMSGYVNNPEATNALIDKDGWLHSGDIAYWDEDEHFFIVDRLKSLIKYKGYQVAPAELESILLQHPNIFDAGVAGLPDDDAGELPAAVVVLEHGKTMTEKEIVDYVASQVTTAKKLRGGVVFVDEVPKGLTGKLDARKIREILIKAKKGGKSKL
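Purified P. pyralis luciferase (10nM final) with 10uM D-luciferin and 10uM ATP (Km levels) in 50mM Tris acetate pH 7.5, 10mM Mg acetate, 0.01% Tween-20, 0.05% BSA; qHTS 6-point titration, ~60 µM downward; luminescence read.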
ELG1 genotox – inducers of genotoxicity in HEK293T ELG1-luciferase cells. AID 504466. Potency, µM (doses to about 46 µM), for inactives: at the highest dose activity change, positive = activation, actives largely listed as activators. 330,000 tested, 1.3% active. HEK293T ELG1-luciferase reporter, luminescence, 16 h; also: potency is read from the fitted curve at half-maximal effect; % of control where 0% means no effect; nearly all actives have a fitted effect of over 60% in size
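Quantitative HTS format in 1536-well plates. HEK293T ELG1-luciferase reporter cells receive test compound and are incubated 16 hr at 37 °C, 5% CO2; ONE-Glo added, 30 min room temperature, then luminescence read.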
VP16 counter – Gal4-VP16 reporter inhibition counter-screen. AID 2546. 310,000 tested, 3.5% active. Drosophila S2 Gal4-VP16 UAS-luciferase, luminescence, 20 h. Potency, µM (series often up to 53.6 µM), for inactives: at the top dose activity, negative = inhibition, hits mostly inhibitors;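 also: Gal4-VP16 expression switched on by copper sulfate through the metallothionein promoter; potency is read from the fitted curve at half-maximal effect; % is scaled to controls: 0 for no effect and ±100 for the full control effect; nearly all actives have a fitted effect of over 50% in size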
NPC1 prom act – activates the NPC1 promoter. Huh7 NPC1 promoter luciferase reporter, 24 h. Potency, µM (titrated, usually from 9.22 µM), for inactives: at the highest dose activation, most hits filed as activators. 320,000 tested, 2.4% active. AID 485313;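 also: potency is read from the fitted curve at half-maximal effect; % of control where 0% means no effect; nearly all actives have a fitted effect of over 60% in size; reporter is driven by a mutant NPC1 promoter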
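Stable NPC1-promoter luciferase Huh7 line; cpd (DMSO) 24 h, 37 °C, 5% CO2; Amplite luciferase reagent 10 min RT; luminescence readout. qHTS format.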
RORg inh – blocks mouse ROR gamma transcriptional activity; Drosophila S2 Gal4-RORgamma UAS-luciferase reporter, 20 h; Potency, µM (doses to about 53.6 µM), without a hit: top-dose activity change, negative = inhibition, usual class: inhibitors; 310,000 tested, 5.4% active; AID 2551; also: potency is read from the fitted curve at half-maximal effect; % is scaled to controls: 0 for no effect and ±100 for the full control effect; nearly all actives have a fitted effect of over 60% in size
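Drosophila Schneider cells stably carrying a metallothionein-driven Gal4 DBD–ROR gamma fusion and a UAS-Photinus luciferase reporter were exposed to compound for 1 hr, then induced with copper sulfate (700 uM final) for 20 hr at ambient temperature before luminescence reading.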
ELG1 DNA repair – blocks ELG1-dependent DNA repair in HEK293T cells; HEK293T ELG1-luciferase reporter, luminescence, 16 h; DNA damage induced by 5-fluorouridine; Potency, µM (series often up to 46.1 µM), inactives show at the top dose activity change, negative = inhibition, hits mostly inhibitors; 330,000 tested, 2.3% active; AID 504467; also: potency is read from the fitted curve at half-maximal effect; % is scaled to controls: 0 for no effect and ±100 for the full control effect; nearly all actives have a fitted effect of over 55% in size
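Cells (2,000 per well) received 5-fluorouridine plus test compound or DMSO and were incubated 16 hr at 37 °C, 5% CO2. Luciferase activity was read by luminescence 30 min after ONE-Glo addition; signal suppression marked inhibition of damage-induced ELG1 function.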
* = called active by the depositor; ? = inconclusive; · = no result given; & = joins results of further samples; [ ] = dose if it differs, or a comment. Unless noted, calls follow the shape of the dose curve; as a rule, active = well fitted curve in the direction sought with a large enough effect; inconclusive = small, poorly fitted or top-dose-only effect, or another doubt; inactive = no such curve, though single readings can be large; an effect the other way counts as inactive or inconclusive. Some of the compounds tested; the hit share may differ from the screen's.

1: CCCC(=O)C1C(=O)NC(=O)NC1=O
2: O=C1CC(N2CC=C(c3ccc(F)cc3)CC2)C(=O)N1c1ccc(F)cc1 (stereo not given)
3: O=C(CN1CC(c2ccccc2)CC1=O)Nc1ccc(F)cc1 (stereo not given)
4: CN(C)c1ccc(C(O)P(=O)(OC2CCCCC2)OC2CCCCC2)cc1 (stereo not given)
5: Cc1nccc2c1[nH]c1ccccc12
6: Cc1cc(NC(=O)c2noc3c2CCCCC3)no1
7: COC(=O)c1ccc(CC(C(=O)c2ccccc2)N(C)C)cc1 (stereo not given)
8: CCCC(=O)N(C)C1=Nc2ccc(Cl)cc2C(c2ccccc2)=[N+]([O-])C1
Assay by compound	1	2	3	4	5	6	7	8
BRCA1 expr up	0%	-3%	0%	-25%	69%&0%	50%	·	0%
p53 reactivation	1%	-5%	-6%	-3%	-5%	?	13%	-8%
TRPV1 agonist	0	-1	2	-2	5	0	15	?
Tb PFK inh	3%	-1%	3%	-8%	-9%	0%	-8%	-2%
Rab9 prom act	-23%	-5%	-4%	-8%	-10%[46.1 µM]	?	?	-1%
FLuc modulator	10%	6%	0%	-1%	-5%	15µM*	15µM*	-1%
ELG1 genotox	-5%	0%	0%	-5%	-10%	?	?	3%
VP16 counter	-3%	4%	2%	4%	-14%	17%	-14%	-2%
NPC1 prom act	0%	3%	-3%	-6%	6%[46.1 µM]	?	?	1%
RORg inh	-31%	4%	-28%	?	-24%	16%	4%	0%
ELG1 DNA repair	-2%	-16%	-6%	?	-2%	?	?	-1%

A second format for 2 compounds above:
Values run as follows: BRCA1 expr up | p53 reactivation | TRPV1 agonist | Tb PFK inh | Rab9 prom act | FLuc modulator | ELG1 genotox | VP16 counter | NPC1 prom act | RORg inh | ELG1 DNA repair
5. Cc1nccc2c1[nH]c1ccccc12
  69%&0% | -5% | 5 | -9% | -10%[46.1 µM] | -5% | -10% | -14% | 6%[46.1 µM] | -24% | -2%
6. Cc1cc(NC(=O)c2noc3c2CCCCC3)no1
  50% | ? | 0 | 0% | ? | 15µM* | ? | 17% | ? | 16% | ?

Carrying on:
9: Cc1ccc(CN(Cc2ccccc2)C(=S)NCC(=O)N2CCC3(CC2)OCCO3)o1
10: CCOc1cc(/C=N/NC(=O)c2cccs2)ccc1OC(=O)N1CCOCC1
11: O=C(N/N=C/c1c(O)n(-c2ccccc2)c(=O)[nH]c1=O)c1ccncc1
12: CCC(=O)c1ccc(OCC(=O)N2CCN(CC(=O)Nc3ccccc3C(F)(F)F)CC2)cc1
13: COc1ccc2[nH]c(C)c(CCNCc3cn(C)c4ccccc34)c2c1
14: CC1=NOC2(C)Nc3ncnn3C(c3ccccc3)C12 (stereo not given)
15: O=c1[nH]c(=O)n(C2CCCCC2)c(O)c1/C=N/N1CCCCC1c1cccnc1 (stereo not given)
16: CNCCc1c(C)n[nH]c1C
Assay by compound	9	10	11	12	13	14	15	16
BRCA1 expr up	-25%	18%	-13%	-45%	·	2%	-13%	-15%
p53 reactivation	0%	12%	22%	-7%	-6%	2%	-1%	3%
TRPV1 agonist	?	3	18	·	-2	3	6	0
Tb PFK inh	0%	1%	3%	1%	0%	-4%	0%	-1%
Rab9 prom act	-1%	13%	-1%	·	-11%	-5%	1%	3%
FLuc modulator	-5%	?	-19%	·	1%	2%	-1%	8%
ELG1 genotox	-3%	10%	3%	-6%	-3%	0%	0%	0%
VP16 counter	-3%	0%	-5%	·	·	-24%	-3%	-8%
NPC1 prom act	-1%	14%	0%	·	-12%	-3%	1%	-8%
RORg inh	-25%	30%	-7%	·	·	0%	1%	-21%
ELG1 DNA repair	-14%	?	8%	16µM*	?	14%	2%	4%

17: CCOC(=O)N1CCN(c2ccc(Cl)c(Cl)c2)CC1
18: C=CCn1c(O)c(C(C)=Nc2ccc3c(c2)CCC3)c(=O)[nH]c1=O
19: CC12CN3CN(C1)CC(C)(C3)C2=NO
20: Nc1cc(Cl)cc(C(=O)O)c1Cl
21: C1=CC(Cc2cncs2)c2ccccc21 (stereo not given)
22: O=C1CCCN1c1ccc(S(=O)(=O)O)cc1 (tested in a mixture with another compound)
23: Cc1ccc(C(C)C)c(OCC(=O)N2CCN(Cc3nc4cc([N+](=O)[O-])ccc4n3C)CC2)c1
24: CCC(=O)O[C@@H]1[C@@H](OC(C)=O)[C@@]2(O)C(C[C@H](O)C2(C)C)[C@](C)(O)[C@H]2CC[C@@H]3[C@@H](O)[C@]12C[C@@]3(C)O (stereo not given in full)
Assay by compound	17	18	19	20	21	22	23	24
BRCA1 expr up	-14%	-9%	-25%	-7%	1%	18%	3%	6%
p53 reactivation	-5%	1%	-1%	15%	9%	-7%	21%	-3%
TRPV1 agonist	?	20	0	3	0	2	7	1
Tb PFK inh	?	1%	-2%	12%	-3%	4%	-3%	1%
Rab9 prom act	-3%	-5%	-2%	0%	0%	-2%	-12%	2%
FLuc modulator	2%	1%	2%	1%	?	6%	-2%	8%
ELG1 genotox	28%	3%	2%	4%	4%	0%	-14%	-2%
VP16 counter	-3%[0.365 µM]	4%	-11%	10%	·	-8%	-22%	-3%
NPC1 prom act	-3%	3%	-3%	2%	-4%	-2%	-1%	-3%
RORg inh	?	2%	5%	6%	·	-2%	34%	3%
ELG1 DNA repair	8%	5%	0%	8%	?	4%	21µM*	-4%

25: C[C@@H]1C[C@@H]2O[C@H]2/C=C\C=C\C(=O)Cc2c(Cl)c(O)cc(O)c2C(=O)O1
26: Cc1sc(-n2c(C)cc(C=C3C(=O)NC(=O)NC3=O)c2C)c(C#N)c1C
27: CC1CCCCC1NC1CCN(C)CC1 (stereo not given)
28: O=C(c1cc2cc3ccc(Cl)cc3nc2o1)N1CCC2(CC1)OCCO2
29: COc1ccc(N/N=C/c2c(O)n(-c3ccc(C)c(C)c3)c(=O)[nH]c2=O)cc1
30: CCOc1cccc(CNC2CN3CCC2CC3)c1 (stereo not given)
31: Clc1cccc(Cl)c1CN1CCN(c2ccccc2)CC1
32: CSc1ccc(C(c2c(O)c3ccccc3oc2=O)c2c(C)n(C)n(-c3ccccc3)c2=O)cc1 (stereo not given)
Assay by compound	25	26	27	28	29	30	31	32
BRCA1 expr up	-75%	11%	-5%	25%	-24%	5%	6%	-6%&-14%
p53 reactivation	-14%	1%	?	-1%	12%	-2%	0%	-1%
TRPV1 agonist	-2	12	1	27	-1	-5	12	0
Tb PFK inh	1%	0%	-15%	-1%	-1%	-4%	-3%	1%
Rab9 prom act	-40%[inhibitor]	-3%	6%	11%	1%	0%	-3%	-3%
FLuc modulator	-3%	1%	3%	?	1%	4%	4%	?
ELG1 genotox	-16%	15%	-3%	3%	-6%	3%	19%	0%
VP16 counter	13µM*	-26%	0%	0%	-7%	0%	4%	2%[10 µM]
NPC1 prom act	-24%	0%	2%	2%	-2%	0%	1%	2%
RORg inh	10µM*	26%	7%	2%	14%	-13%	5%	11%
ELG1 DNA repair	?	?	4%	?	0%	19%	-13%	9%

33: CC(C)NCC(O)c1ccc(C2CCCC2)cc1 (stereo not given)
34: N#CC1(c2ccccc2)CCN(C2CC(=O)N(c3cccc(F)c3)C2=O)CC1 (stereo not given)
35: CCOC(=O)c1c(C)n(Cc2ccc3c(c2)OCO3)c2ccc(O)cc12
36: C[N+]1(C)C2CC[C@H]1CC(OC(=O)C(CO)c1ccccc1)C2 (stereo not given in full)
Assay by compound	33	34	35	36
BRCA1 expr up	-24%	-27%	-2%[1.84 µM]	-9%
p53 reactivation	-11%	0%	7%	0%
TRPV1 agonist	1	-1	-4	-1
Tb PFK inh	-1%	-4%	-4%	-14%
Rab9 prom act	-2%	10%	2%	-7%
FLuc modulator	0%	-1%	-18%	3%
ELG1 genotox	-5%	0%	?	-7%
VP16 counter	-10%	5%	16%	·
NPC1 prom act	1%	-6%	2%	2%
RORg inh	-6%	?	34%	·
ELG1 DNA repair	-21%	5%	?	3%
